NadD inh = inhibitors of Staphylococcus aureus NadD. purified NadD enzyme, colorimetric absorbance read-out. inhibition, % at 20 µM. hit rate 0.78% among 360,000; in the data active = inhibition above about 26%; note: some compounds past the cut are filed as inactive
Tb MetRS inh = Trypanosoma brucei MetRS inhibition; purified T. brucei MetRS, ATP depletion, Kinase-Glo luminescence; inhibition, % at 11.9 µM; hit rate 0.4% among 360,000;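 active = inhibition above a per-plate cutoff of the control wells' mean inhibition plus 3 SD, cut at about 5.5% in these data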;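 note: 0% = DMSO wells median and 100% = median of wells with control inhibitor compound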
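Assay system: T. brucei methionyl-tRNA synthetase, purified | Medium: HEPES buffer with MgCl2, KCl, DTT, spermine, BSA, pyrophosphatase | Compound: 11.9 µM single point | Incubation: 15 min enzyme-compound preincubation, 2 h reaction, 10 min detection, 25 °C | Measured by: Kinase-Glo luciferase luminescence reporting remaining unconsumed ATP | Measure: % inhibition normalized to control-well medians | Replication: Singlicate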
STEP block = STEP (human) phosphatase inhibition; P54829; recombinant STEP, OMFP fluorogenic substrate, fluorescence; inhibition, % at 20 µM; hit rate 0.25% among 360,000; AID 588621;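 active = inhibition at 20 µM, scaled per plate between control wells, above about 37%, limit read from the data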;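 note: 0% = DMSO with enzyme and substrate and 100% = substrate only without enzyme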
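Test system: STEP tyrosine phosphatase / Reagent: OMFP at 25 µM / Doses: 20 µM, 1% DMSO / Read-out: percent inhibition scaled to no-enzyme and uninhibited-enzyme controls, plate-pattern corrected / Detection: FITC-channel fluorescence of OMFP product / Medium: Bis-Tris buffer pH 6.0, 2.5 mM DTT, 0.005% Tween 20 / Schedule: 20 min at room temperature, dark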
SUMO1-SIM PPI = alters human SUMO1 binding to SIM partners | P63165 | SUMO1 binding to a labelled peptide, TR-FRET, 1 h | inhibition, % at 20 µM | hit rate 0.33% among 360,000; in the data active = inhibition above about 37%
Rpn11 inh = blocks the human proteasome subunit Rpn11. calls only at 20 µM. hit rate 0.59% among 360,000. human 26S proteasome, Ub4-pepOG fluorescence polarization; 20S core pre-blocked with epoxomicin. O00487;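 active = inhibition at 20 µM, scaled to each plate's controls, above about 33%, limit read from the data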
Target sequence (O00487 whole entry, looked up): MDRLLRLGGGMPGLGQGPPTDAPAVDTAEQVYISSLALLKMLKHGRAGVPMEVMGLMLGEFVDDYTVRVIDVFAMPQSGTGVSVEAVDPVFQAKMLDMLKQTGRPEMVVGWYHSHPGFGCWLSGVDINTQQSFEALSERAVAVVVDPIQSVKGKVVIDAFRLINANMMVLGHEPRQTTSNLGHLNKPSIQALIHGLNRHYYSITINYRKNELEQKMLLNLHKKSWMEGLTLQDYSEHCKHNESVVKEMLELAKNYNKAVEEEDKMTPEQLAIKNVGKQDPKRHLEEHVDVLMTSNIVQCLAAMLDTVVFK
MsrA inh = inhibits bovine methionine sulfoxide reductase A | purified bovine MsrA, absorbance read-out | inhibition, % at 15.5 µM | hit rate 0.75% among 360,000 | AID 651718; in the data active = inhibition above about 4.5%;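 note: 0% = vehicle wells with enzyme and 100% = reference inhibitor wells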
DNMT1 inh = inhibitors of human DNMT1; DNMT1 molecular beacon, Hinp1I cleavage, fluorescence; inhibition (reported as % activation of signal), % at 10 µM; hit rate 0.83% among 360,000; AID 588458; in the data active = inhibition above about 50%
CSN inh = CSN deneddylation inhibition | Q92905 | hit rate 0.38% among 360,000 | inhibition, % at 12.5 µM | AID 651999 | Purified CSN, SCF-Nedd8-OG deneddylation, fluorescence polarization;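 active = pattern-corrected inhibition above about 35%, with an unprinted fluorescence ratio check between 0.5 and 1.5, limit read from the data, passing the limit was not always enough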;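 note: 0% = enzyme with substrate and 100% = substrate without enzyme; some results filed as inactive read as strong as hits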
Target sequence (Q92905 whole entry, looked up, one chain of several): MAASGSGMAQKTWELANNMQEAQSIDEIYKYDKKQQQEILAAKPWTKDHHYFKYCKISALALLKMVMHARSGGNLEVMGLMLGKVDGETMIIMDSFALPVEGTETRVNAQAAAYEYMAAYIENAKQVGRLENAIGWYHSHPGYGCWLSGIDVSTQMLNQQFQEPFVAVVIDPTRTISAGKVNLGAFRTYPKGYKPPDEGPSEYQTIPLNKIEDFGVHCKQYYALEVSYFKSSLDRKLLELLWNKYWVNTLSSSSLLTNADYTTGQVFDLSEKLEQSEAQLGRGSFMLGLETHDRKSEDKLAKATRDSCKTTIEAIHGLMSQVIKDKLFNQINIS
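Assay system: purified human Csn5 enzyme expressed in HEK293T cells; measure: % inhibition; also added: SCFSkp2-Nedd8OG substrate at 10 nM final; technique: fluorescence polarization; times: reaction 90 min, room temperature; medium: Tris buffer pH 7.5, NaCl, DTT, Tween-20, trehalose, ovalbumin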
LMPTP block = blocks human LMPTP phosphatase; inhibition, % at 20 µM; AID 651560; P24666; hit rate 0.22% among 360,000; recombinant LMPTP-A, OMFP fluorogenic substrate, fluorescence intensity;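 active = compounds that cut the enzyme signal by at least half of the control window in the single-dose screen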;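 note: plate controls were DMSO wells with enzyme plus substrate for no effect and substrate without enzyme for full effect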
Target sequence (P24666 whole entry, looked up): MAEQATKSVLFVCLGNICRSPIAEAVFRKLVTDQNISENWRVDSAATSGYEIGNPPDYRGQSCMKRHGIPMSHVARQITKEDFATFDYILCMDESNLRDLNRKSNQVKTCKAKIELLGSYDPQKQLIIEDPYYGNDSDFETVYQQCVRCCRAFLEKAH
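Buffer or medium: Bis-Tris pH 6.0, DTT, detergent; Assay system: LMPTP-A enzyme; Quantity: 0.625 nM enzyme; Detection: endpoint fluorescence intensity; Times: 50 min dark incubation at room temperature; Controls: substrate-only low control, DMSO enzyme-plus-substrate high control; Doses: single 20 µM dose; Read-out: percent inhibition versus substrate-only and uninhibited controls; Reagent: 400 µM OMFP.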
Scp-1 inhibitor = Scp-1 (human) phosphatase inhibition | Recombinant Scp1, phosphopeptide, malachite green phosphate absorbance | inhibition, % at 20 µM | hit rate 0.88% among 340,000;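 active = inhibition above about 50% at 20 µM, limit read from the data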;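 note: plate controls were DMSO wells with enzyme for no effect and wells lacking enzyme for full effect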
Target sequence (Q9GZU7 76-261 limits assumed): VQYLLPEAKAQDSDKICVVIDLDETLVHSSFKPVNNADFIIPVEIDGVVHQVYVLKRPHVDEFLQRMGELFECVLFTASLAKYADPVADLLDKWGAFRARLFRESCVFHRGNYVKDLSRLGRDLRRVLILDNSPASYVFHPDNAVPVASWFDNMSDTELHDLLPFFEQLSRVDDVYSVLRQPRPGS
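Material: truncated SCP-1 phosphatase (76-261aa) / Buffer or medium: 50 mM Tris acetate pH 5.5, 0.005% Tween-20, 10 mM MgCl2 / Compound dosing: one concentration, 20 µM, with 1.0% DMSO / Incubation: 45 min room-temperature reaction, 5 min colour, 30 min stabiliser / Detection: colorimetric free-phosphate detection, absorbance 630 nm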
* marks the source's active call; other numbers are inactive results; i = inactive; nt = no result given. Outcome played no part in choosing rows (roughly 3.9% active in at least one column).

SMILES | NadD inh | Tb MetRS inh | STEP block | SUMO1-SIM PPI | Rpn11 inh | MsrA inh | DNMT1 inh | CSN inh | LMPTP block | Scp-1 inhibitor
Cc1c(C)c2ccc(OCC(=O)N3CC[C@@]4(O)CCCC[C@H]4C3)c(C)c2oc1=O | 2 | -1.1 | -2 | 1 | i | 1.0 | 1 | -2 | -0.8 | 10
Cc1ccc(C)c(CN2CCC(CNC(=O)Nc3cccc(Cl)c3C)CC2)c1 | -8 | -0.9 | -1 | -2 | i | -0.9 | -19 | -1 | -0.1 | -7
COC(=O)c1ccccc1CSc1nsc(C)c1C#N | -12 | -0.8 | 9 | 3 | i | 0.4 | -2 | -1 | 1.1 | -10
CCOc1ccc(N2CC(C(=O)Nc3ccccn3)CC2=O)cc1 (stereo not drawn) | -1 | -0.8 | 0 | 1 | i | 1.3 | -1 | 0 | 0.5 | 1
CCc1ccc(OCC(=O)N2CC(C(N)=O)Oc3ccccc32)cc1 (stereo not drawn) | -2 | 0.3 | 1 | -4 | i | 0.1 | 0 | 2 | 0.1 | -6
CCCOC(=O)COC(=O)c1ccccc1NC(=O)c1ccccc1 | 0 | 0.4 | 2 | 2 | i | -0.2 | -1 | 0 | 0.9 | -1
Cn1c(C(=O)OC(C(=O)NC2CCCCC2)c2cccnc2)cc2sccc21 (stereo not drawn) | 2 | 0.1 | 1 | -3 | i | 1.1 | -5 | -2 | -0.2 | -8
O=S(=O)(Nc1ncnc2c1oc1ccccc12)c1ccc(Cl)s1 | -1 | 0.4 | -2 | 34 | i | -0.6 | -2 | -3 | -2.2 | -8
O=C1c2ccccc2C(=O)N1CCCCSc1nnc2ccccn12 | -1 | -0.7 | -1 | -8 | i | 0.7 | 0 | -3 | -0.5 | 3
COC(=O)c1sccc1NC(=O)CC1C(=O)NCCN1C(=O)Nc1ccc(F)cc1F (stereo not drawn) | -5 | -0.3 | 0 | 3 | i | -0.3 | -6 | 0 | 0.0 | -17
CC(C)c1ccc(-n2nc3ccc(N)cc3n2)cc1 | -3 | -1.2 | -1 | -4 | i | 1.9 | -25 | 0 | -0.1 | 5
Cn1c(SCC(=O)NC2CC2)nnc1C1CC1 | 0 | -0.1 | 0 | 2 | i | -0.7 | 4 | 0 | -0.2 | -2
COc1ccc(F)cc1S(=O)(=O)NCCN1CCOCC1 | 1 | -1.6 | 2 | 2 | i | -1.2 | 3 | 3 | -2.2 | 3
Cc1cc(N2C(=O)C(=O)/C(=C(/O)c3ccc(F)cc3)C2c2cccc(Br)c2)no1 (stereo not drawn) | 14 | 0.6 | 3 | 4 | i | -1.1 | 2 | 3 | -0.7 | -9
CC1CCCC(NC(=O)CSc2nnc(-c3cccnc3)n2N)C1C (stereo not drawn) | 6 | -0.2 | -1 | 4 | i | 0.0 | -5 | 7 | -2.8 | 0
COc1ccc(C2C(C(=O)c3ccc(C)o3)=C(O)C(=O)N2Cc2cccnc2)cc1 (stereo not drawn) | -4 | 0.0 | 2 | -10 | i | 0.3 | 0 | -2 | 1.0 | 12
OCCN1CN=C(Nc2nc3ccccc3s2)NC1 | -1 | 0.0 | -3 | 1 | i | 0.7 | 3 | 4 | 0.4 | -7
Cc1ccc(/C=C/C(=O)N2CCN(S(=O)(=O)c3ccc(C)c(C)c3)CC2)o1 | 10 | 0.1 | 1 | 1 | i | 1.5 | -20 | 8 | 1.7 | -1
COCC(=O)Nc1ccc2c(c1)[C@@H]1C[C@H](CC(=O)NCc3cccc(F)c3)O[C@@H](CO)[C@@H]1O2 | -6 | -0.8 | -2 | 2 | i | -0.1 | 9 | 0 | -3.0 | nt
C/C(=N\N=C\c1cccc(F)c1)c1nnn(-c2nonc2N)c1C | 3 | -0.3 | 1 | -1 | i | 0.5 | 3 | 0 | -1.6 | -2
Cc1cnc(C(=O)OCC(=O)Nc2c(Cl)cc(Cl)cc2Cl)cn1 | 1 | -0.2 | 0 | 4 | i | -0.5 | 2 | 1 | -1.0 | -5
CC1CCCN(S(=O)(=O)c2cccc(-c3cn4cccnc4n3)c2)C1 (stereo not drawn) | -3 | 0.1 | -2 | 2 | i | 0.2 | -6 | 0 | -0.9 | 1
O=C(Nc1ccc(C(F)(F)F)cc1)c1ccccc1Br | -8 | 0.1 | -2 | 2 | i | -1.1 | -3 | 3 | 0.4 | -8
COC(=O)C1CCN(C(=O)COC(=O)c2oc3ccc(OC)cc3c2C)CC1 | -5 | -0.2 | 1 | -6 | i | 0.7 | -1 | 0 | 0.5 | -9
Cc1cnc(C(=O)OCC(=O)N(CC(C)C)C2CCS(=O)(=O)C2)cn1 (stereo not drawn) | 4 | -0.3 | -2 | 2 | i | 0.0 | 7 | -8 | 0.1 | -6
Cc1ccc(S(=O)(=O)N2CCN(C(=O)COC(=O)/C=C/c3ccccc3)CC2)c(C)c1 | -10 | -0.6 | -3 | 1 | i | -0.2 | 0 | -1 | 1.4 | -1
CCN(C(=O)COC(=O)c1ccc(SC)cc1OC)C1CCS(=O)(=O)C1 (stereo not drawn) | 0 | 0.2 | -2 | 2 | i | 0.6 | -4 | 1 | 0.0 | -7
COc1ccc([C@@H]2CC=C(C(=O)O)[C@H](c3cccc(Cl)c3)N2S(=O)(=O)c2ccccc2C)cc1 | 4 | 0.4 | -2 | 7 | i | 0.1 | 1 | 0 | -0.6 | -17
Cc1cccc(C)c1NC(=O)C(C)Sc1n[nH]c(-c2ccncc2)n1 (stereo not drawn) | 1 | -0.5 | -3 | 1 | i | 0.7 | -1 | 0 | 0.7 | -5
COc1ccc(NC(=O)/C=C2\SC(=O)NC2=O)cc1 | 3 | -0.7 | -4 | -13 | i | 4.8* | 3 | 1 | -5.1 | -2

The last 2 records of the section above are carried over, then new ones follow.
SMILES | NadD inh | Tb MetRS inh | STEP block | SUMO1-SIM PPI | Rpn11 inh | MsrA inh | DNMT1 inh | CSN inh | LMPTP block | Scp-1 inhibitor
Cc1cccc(C)c1NC(=O)C(C)Sc1n[nH]c(-c2ccncc2)n1 (stereo not drawn) | 1 | -0.5 | -3 | 1 | i | 0.7 | -1 | 0 | 0.7 | -5
COc1ccc(NC(=O)/C=C2\SC(=O)NC2=O)cc1 | 3 | -0.7 | -4 | -13 | i | 4.8* | 3 | 1 | -5.1 | -2
CC(C)CNC(=S)Nc1ccccc1F | 0 | 0.7 | 1 | -3 | i | 0.2 | 5 | -2 | -0.5 | -7
Cc1cccc(C)c1NC(=O)CNC(=O)c1ccc2nc[nH]c2c1 | -4 | -0.5 | -3 | 3 | i | 1.1 | 1 | -1 | -0.4 | 18
COc1ccc([C@@H](OC)[C@@]2(Cc3ccc(O)cc3)N=C(N)N(C)C2=O)cc1 | -7 | -0.3 | 1 | 0 | i | -0.6 | 3 | 2 | 0.5 | 4
CON(C)c1nc(OCCNC(=O)COc2ccc(Cl)cc2C)nc(N(C)C)n1 | -7 | -0.2 | 0 | -1 | i | 0.2 | -4 | -3 | 0.3 | -9
Cc1ccc(-c2noc(C3CCCN(C(=O)c4c(F)cccc4F)C3)n2)cc1 (stereo not drawn) | -6 | -0.2 | -2 | 0 | i | -1.5 | -4 | 0 | 0.5 | -11
COc1ccc(NS(=O)(=O)c2cc(NC(=O)C3CC3)ccc2N2CCCCC2)cc1 | 8 | -0.5 | -2 | 2 | i | 0.0 | -12 | 2 | 3.4 | -1
COc1ccc(CCNc2c(C=O)c(=O)[nH]c3ccccc23)cc1OC | -3 | -0.2 | -2 | 1 | i | 0.3 | 1 | -1 | 0.4 | -1
Cc1ccc(C(=O)CSc2nc(C)cc(=O)[nH]2)cc1 | 2 | 0.0 | 1 | 3 | i | 0.7 | 0 | 3 | -0.3 | 0
COC(=O)c1cccc(C23CC4(C2)[C@H](CN(Cc2cccnc2)[C@@H]4c2ccccc2)C3c2ccc(Cl)nc2)c1 (stereo partly drawn) | 8 | -0.3 | 2 | 3 | i | 1.0 | -4 | 2 | 6.8 | -8
Cc1cc(F)ccc1C(O)c1ncc(-c2ccccc2)[nH]1 (stereo not drawn) | -1 | 0.5 | 0 | -1 | i | -0.1 | -1 | 1 | -1.0 | nt
COC(=O)c1cc2c([nH]c1=O)CCCC2=O | -2 | 0.0 | 3 | 5 | i | 1.7 | 0 | -3 | -0.2 | -11
CC(=NCCc1ccccc1)C1=C(O)C(c2ccccc2)OC1=O (stereo not drawn) | -4 | -1.1 | -1 | 2 | i | 0.3 | 1 | -9 | 0.6 | 5
COc1ccc(S(=O)(=O)N2CCCN(C)CC2)cc1 | -3 | -0.1 | -3 | -17 | i | -1.6 | -3 | -3 | -1.8 | -2
O=C(Nc1ccc(F)c(Cl)c1)Nc1nnc([C@@H]2O[C@H](CO)[C@@H](O)[C@H]2O)s1 | 0 | 0.2 | 1 | -6 | i | -0.4 | 0 | -3 | -1.5 | nt
CSc1ccccc1OCc1cc(C(=O)N(C)Cc2ccc3nsnc3c2)no1 | -14 | -0.3 | -1 | -12 | i | -0.2 | -4 | 0 | 3.0 | -14

Structural class: the entries above containing a thiophene ring, fused or not
SMILES | NadD inh | Tb MetRS inh | STEP block | SUMO1-SIM PPI | Rpn11 inh | MsrA inh | DNMT1 inh | CSN inh | LMPTP block | Scp-1 inhibitor
Cn1c(C(=O)OC(C(=O)NC2CCCCC2)c2cccnc2)cc2sccc21 (stereo not drawn) | 2 | 0.1 | 1 | -3 | i | 1.1 | -5 | -2 | -0.2 | -8
O=S(=O)(Nc1ncnc2c1oc1ccccc12)c1ccc(Cl)s1 | -1 | 0.4 | -2 | 34 | i | -0.6 | -2 | -3 | -2.2 | -8
COC(=O)c1sccc1NC(=O)CC1C(=O)NCCN1C(=O)Nc1ccc(F)cc1F (stereo not drawn) | -5 | -0.3 | 0 | 3 | i | -0.3 | -6 | 0 | 0.0 | -17

Part of the list above, limited to Scp-1 inhibitor and SUMO1-SIM PPI:
mol,Scp-1 inhibitor,SUMO1-SIM PPI
COC(=O)C1CCN(C(=O)COC(=O)c2oc3ccc(OC)cc3c2C)CC1,-9,-6
Cc1cnc(C(=O)OCC(=O)N(CC(C)C)C2CCS(=O)(=O)C2)cn1 (stereo not drawn),-6,2

Screening data (PubChem BioAssay)
